PRC2 inh = inhibitors of human EZH2/PRC2 methyltransferase; PRC2 H3K27 methylation, DELFIA TRF, 1 h; inhibition, % at 12.5 µM; actives 0.35% (n = 57,000); AID 651548;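 active means mean inhibition of replicates at least 50% and every single replicate also reaching 50%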;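 further: dimethyl H3K27 on biotinylated H3 21-44 peptide detected by antibody; plate controls were median neutral control wells for no effect and median positive control wells for full effect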
Target sequence (Q15910 whole entry, looked up): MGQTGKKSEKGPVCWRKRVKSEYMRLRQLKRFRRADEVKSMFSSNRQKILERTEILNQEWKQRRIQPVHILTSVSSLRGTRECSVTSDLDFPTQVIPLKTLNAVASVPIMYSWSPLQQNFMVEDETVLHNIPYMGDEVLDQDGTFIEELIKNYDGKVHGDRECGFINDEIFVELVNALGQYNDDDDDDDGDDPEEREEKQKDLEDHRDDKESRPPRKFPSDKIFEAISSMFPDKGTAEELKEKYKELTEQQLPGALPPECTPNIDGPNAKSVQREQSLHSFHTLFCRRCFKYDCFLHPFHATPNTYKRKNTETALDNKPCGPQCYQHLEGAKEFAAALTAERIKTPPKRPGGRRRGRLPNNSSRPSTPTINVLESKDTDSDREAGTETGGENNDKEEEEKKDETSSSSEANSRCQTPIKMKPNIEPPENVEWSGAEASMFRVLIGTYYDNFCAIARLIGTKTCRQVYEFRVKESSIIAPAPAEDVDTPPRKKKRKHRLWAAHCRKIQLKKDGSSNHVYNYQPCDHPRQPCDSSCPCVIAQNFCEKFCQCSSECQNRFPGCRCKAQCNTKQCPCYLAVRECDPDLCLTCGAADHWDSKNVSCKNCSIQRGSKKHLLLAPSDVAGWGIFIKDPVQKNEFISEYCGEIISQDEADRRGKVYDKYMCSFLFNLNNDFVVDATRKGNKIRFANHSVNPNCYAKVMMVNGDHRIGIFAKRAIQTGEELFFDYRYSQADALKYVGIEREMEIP
IDH1 mut inh = blocks human IDH1 R132H reductase activity. O75874. inhibition, % at 10 µM. diaphorase/resazurin fluorescence, 60 min. actives 0.18% (n = 70,000); in the data active means inhibition above about 34%;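 further: 0% = DMSO and 100% = no enzyme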
Starred values were filed as active, the others as inactive; · = no result given.

Below each compound – PRC2 inh	IDH1 mut inh
1: O=C(COc1ccc([N+](=O)[O-])cc1)Nc1cccc(-c2nc3cc(Cl)ccc3o2)c1
  18	0.0
2: Cc1noc(C)c1S(=O)(=O)Nc1ccc2c(c1)CC(=O)N([C@@H](C)CO)C[C@@H](C)[C@H](CN(C)Cc1ccccc1)O2
  -2	3.6
3: COCC#Cc1ccc2c(c1)O[C@@H](CN(C)S(=O)(=O)c1ccc(OC)cc1)[C@@H](C)CN([C@H](C)CO)S2(=O)=O
  6	-10.0
4: COc1cc(O)cc2occ(-c3ccc(O)cc3)c(=O)c12
  ·	0.5
5: C[C@@H]1CN([C@H](C)CO)S(=O)(=O)c2ccc(-c3ccncc3)cc2O[C@@H]1CN(C)C(=O)C1CC1
  -13	4.0
6: CN(C)CC(=O)Nc1ccc2c(c1)[C@@H]1C[C@H](CC(=O)NC3CCCCC3)O[C@@H](CO)[C@@H]1O2
  9	-1.1
7: CC(C)C#Cc1cnc2c(c1)C(=O)N([C@@H](C)CO)C[C@H](C)[C@H](CN(C)C(=O)Nc1cccc(F)c1)O2
  ·	-0.2
8: COc1ccc(CN(C)C[C@H]2Oc3c(NC(=O)NC(C)C)cccc3C(=O)N([C@H](C)CO)C[C@H]2C)cc1
  4	-1.4
9: COc1ccc(COC[C@@]23Oc4ccccc4[C@@H](NC(=O)N2C)[C@H]3COC(=O)c2ccccc2)cc1
  22	·
10: C[C@@H]1CN([C@H](C)CO)S(=O)(=O)c2ccc(C3=CCCC3)cc2O[C@@H]1CN(C)C(=O)C1CCC1
  -14	·
11: COc1ccc(CN(C)C[C@@H]2Oc3c(NC(=O)c4ccc(-c5nccs5)cc4)cccc3C(=O)N([C@@H](C)CO)C[C@H]2C)cc1
  -7	-3.1
12: COc1ccc2nc(SCC(=O)Nc3ccc4c(c3)OCCO4)[nH]c2c1
  -11	0.4
13: COCC#Cc1ccc2c(c1)O[C@@H](CN(C)C(=O)C1CC1)[C@@H](C)CN([C@@H](C)CO)S2(=O)=O
  -7	·
14: C[C@H](O)C#Cc1ccc2c(c1)O[C@@H](CN(C)CC1CC1)[C@H](C)CN([C@@H](C)CO)S2(=O)=O
  -4	2.4
15: C[C@H](CO)N1C[C@H](C)[C@H](CN(C)C(=O)CN(C)C)Oc2ncc(-c3ccc(F)cc3)cc2C1=O
  ·	-0.3

Filtered by structure, the entries above with a halogen.
Below each compound – PRC2 inh	IDH1 mut inh
1: O=C(COc1ccc([N+](=O)[O-])cc1)Nc1cccc(-c2nc3cc(Cl)ccc3o2)c1
  18	0.0
7: CC(C)C#Cc1cnc2c(c1)C(=O)N([C@@H](C)CO)C[C@H](C)[C@H](CN(C)C(=O)Nc1cccc(F)c1)O2
  ·	-0.2
15: C[C@H](CO)N1C[C@H](C)[C@H](CN(C)C(=O)CN(C)C)Oc2ncc(-c3ccc(F)cc3)cc2C1=O
  ·	-0.3

Remaining list, next part
Below each compound – PRC2 inh	IDH1 mut inh
16: O=C(COc1ccc(Cl)cc1Cl)Nc1cc(C(=O)O)cc(C(=O)O)c1
  -19	0.1
17: O=C(C[C@H]1C[C@@H]2c3cc(NC(=O)C4CCC4)ccc3O[C@@H]2[C@@H](CO)O1)NCc1ccc2c(c1)OCO2
  2	0.0
18: C[C@@H]1CN([C@H](C)CO)C(=O)c2cc(NC(=O)Nc3cccc4ccccc34)ccc2O[C@H]1CN(C)Cc1ccc2c(c1)OCO2
  -24	·
19: C/C=C/c1cnc2c(c1)C(=O)N([C@H](C)CO)C[C@@H](C)[C@H](CN(C)C(=O)c1cccc(F)c1)O2
  1	-1.4
20: CO[C@H]1CN(C)C(=O)c2cc(NC(=O)Cc3ccccc3)ccc2OC[C@@H](C)N(C)C[C@H]1C
  8	0.1
21: C[C@H]1CN([C@@H](C)CO)C(=O)c2cc(NC(=O)Cn3cnnn3)ccc2O[C@@H]1CN(C)S(=O)(=O)c1ccccc1
  ·	1.9
22: COc1ccccc1OCC(=O)Nc1cc(-c2nc3ccccc3[nH]2)ccc1C
  19	-0.1
23: C[C@H]1CCCCO[C@H](CN(C)C(=O)C2CCCCC2)[C@@H](C)CN([C@@H](C)CO)C(=O)c2cc(NC(=O)c3ccccc3)ccc2O1
  ·	-0.3
24: C[C@@H]1CN([C@@H](C)CO)C(=O)c2cccc(NS(=O)(=O)c3ccc(Cl)cc3)c2O[C@@H]1CN(C)C(=O)Nc1cccc2ccccc12
  ·	1.8
25: CS(=O)(=O)N(CC(=O)Nc1ccccc1Br)c1ccc(Oc2ccccc2)cc1
  19	0.1
26: C[C@H]1CN([C@@H](C)CO)C(=O)c2cccc(NS(C)(=O)=O)c2O[C@H]1CN(C)S(C)(=O)=O
  ·	0.2
27: C[C@H](CO)N1C[C@H](C)[C@@H](CN(C)C)Oc2ccc(NC(=O)Cc3ccccc3)cc2C1=O
  2	-1.5
28: CC(=O)Nc1cccc(NC(=O)c2cc(-c3ccc(C)o3)nc3ccccc23)c1
  -9	0.8
29: Cc1cc(C)nc(NS(=O)(=O)c2ccc(Nc3nc(-c4ccc(O)cc4)cs3)cc2)n1
  3	1.5
30: Cc1noc(C)c1S(=O)(=O)Nc1ccc2c(c1)CC(=O)N([C@H](C)CO)C[C@H](C)[C@H](CN(C)Cc1ccc(C(=O)Nc3ccccc3N)cc1)O2
  -5	·

Profiles, quoted from the list. Order of screens: PRC2 inh	IDH1 mut inh
Cc1noc(C)c1S(=O)(=O)Nc1ccc2c(c1)CC(=O)N([C@H](C)CO)C[C@H](C)[C@H](CN(C)Cc1ccc(C(=O)Nc3ccccc3N)cc1)O2 is listed as -5	·
C[C@H]1CN([C@@H](C)CO)C(=O)c2cc(NC(=O)Cn3cnnn3)ccc2O[C@@H]1CN(C)S(=O)(=O)c1ccccc1 is listed as ·	1.9
C[C@@H]1CN([C@H](C)CO)C(=O)c2cc(NC(=O)Nc3cccc4ccccc34)ccc2O[C@H]1CN(C)Cc1ccc2c(c1)OCO2 is listed as -24	·

Going on with the list:
Below each compound – PRC2 inh	IDH1 mut inh
31: C[C@H]1CN([C@@H](C)CO)C(=O)Cc2cc(NS(=O)(=O)c3ccccc3)ccc2O[C@@H]1CN(C)Cc1ccc(-c2ccccc2)cc1
  ·	0.1
32: O=C(C[C@@H]1C=C[C@@H](NC(=O)CCN2CCCCC2)[C@H](CO)O1)NCc1ccc(Cl)c(Cl)c1
  -6	0.0
33: CC(C)NC(=O)NCC[C@H]1CC[C@H](NC(=O)CN(C)C)[C@H](CO)O1
  -1	18
34: C[C@H](CO)N1C[C@H](C)[C@@H](CN(C)S(=O)(=O)c2ccc(F)cc2)Oc2c(NC(=O)c3ccc(-c4nccs4)cc3)cccc2C1=O
  ·	-0.7
35: C[C@@H]1CC[C@@]23CCC4(C)[C@@](C=CC5[C@@]6(C)CC[C@H](O)C(C)(C)C6CC[C@]54C)(OC2=O)C3[C@H]1C (some centres undefined)
  3	-0.2
36: Cc1noc(C)c1S(=O)(=O)N(C)C[C@@H]1Oc2ccc(NC(=O)Cn3cnnn3)cc2CC(=O)N([C@H](C)CO)C[C@H]1C
  ·	0.1
37: CC(C)NC(=O)Nc1ccc2c(c1)CC(=O)N([C@@H](C)CO)C[C@@H](C)[C@@H](CN(C)C(=O)NC1CCCCC1)O2
  3	·
38: CCC(=O)N[C@H]1CC[C@@H](CC(=O)OC)O[C@@H]1CO
  3	0.2
39: CO[C@H]1CN(C)C(=O)c2ccc(NC(C)=O)cc2OC[C@H](C)N(Cc2cncnc2)C[C@H]1C
  -1	0.2
40: Cc1noc(C)c1S(=O)(=O)N(C)C[C@H]1Oc2ccc(NC(=O)Cc3ccccc3)cc2CC(=O)N([C@@H](C)CO)C[C@@H]1C
  ·	-0.5
41: COc1ccc(S(=O)(=O)N(C)C[C@@H]2Oc3cc(-c4ccccc4OC)ccc3S(=O)(=O)N([C@@H](C)CO)C[C@@H]2C)cc1
  8	0.4
42: C[C@H](CO)N1C[C@H](C)[C@H](CN(C)C)Oc2cc(C#Cc3cccnc3)ccc2S1(=O)=O
  6	0.5
43: C[C@@H]1CN([C@H](C)CO)C(=O)c2cc(NS(=O)(=O)c3cccs3)ccc2O[C@H]1CN(C)C(=O)Nc1ccc2c(c1)OCO2
  ·	-1.3
44: C[C@@H](O)C#Cc1ccc2c(c1)O[C@H](CN(C)C(=O)CN(C)C)[C@@H](C)CN([C@@H](C)CO)S2(=O)=O
  21	0.4
45: Cc1c(C(=O)N(C)C2CCCCC2)sc2nc3ccc(N)cc3n12
  -5	10
46: Cc1ccc(S(=O)(=O)N(C)C[C@@H]2Oc3ncc(C#CC4(O)CCCC4)cc3C(=O)N([C@H](C)CO)C[C@@H]2C)cc1
  ·	-0.1
47: COc1ccc(NC(=O)N(C)C[C@H]2Oc3c(cccc3N(C)C)C(=O)N([C@@H](C)CO)C[C@@H]2C)cc1
  -12	0.0
48: C[C@@H]1CN([C@H](C)CO)C(=O)c2cc(NC(=O)Nc3ccc4c(c3)OCO4)ccc2O[C@H]1CN(C)CC1CCCCC1
  -12	-1.3
49: COc1ccccc1CNC(=O)c1cc2ccccc2oc1=O
  3	0.3
50: CCN1CCOC(CC(=O)Nc2cc(C(=O)OC)cc(C(=O)OC)c2)C1=O (centres undefined)
  1	0.3
51: O=C(NCC[C@@H]1CC[C@H](NC(=O)C2CCOCC2)[C@H](CO)O1)c1ccc(F)cc1
  -111	0.1
52: COc1ccc(S(=O)(=O)N(C)C[C@H]2Oc3ccc(NC(=O)CCN4CCOCC4)cc3C(=O)N([C@H](C)CO)C[C@H]2C)cc1
  ·	-1.0
53: O=C(C[C@H]1C[C@H]2c3cc(NC(=O)Cc4ccncc4)ccc3O[C@H]2[C@@H](CO)O1)NCc1cccnc1
  0	-0.2
54: C[C@@H]1CCCCO[C@H](CN(C)S(=O)(=O)c2cn(C)cn2)[C@H](C)CN([C@@H](C)CO)C(=O)c2cc(NC(=O)c3ccncc3)ccc2O1
  ·	0.7
55: C[C@@H]1CN([C@@H](C)CO)C(=O)c2cc(C#Cc3ccccc3F)cnc2O[C@@H]1CN(C)C(=O)Cc1cccnc1
  -11	11
56: C[C@@H]1CN([C@@H](C)CO)S(=O)(=O)c2ccc(C#Cc3cccc(F)c3)cc2O[C@H]1CN(C)S(=O)(=O)c1ccccc1F
  3	-1.5
57: C[C@H]1CN([C@@H](C)CO)C(=O)CCCn2cc(nn2)CO[C@@H]1CN(C)Cc1cccc(C(F)(F)F)c1
  5	0.7
58: Cc1noc(C)c1NC(=O)N[C@H]1CC[C@H](CCNC(=O)C2CCCCC2)O[C@@H]1CO
  -7	-0.1
59: C[C@@H]1CN([C@@H](C)CO)C(=O)c2cccc(NC(=O)Nc3ccc(C(F)(F)F)cc3)c2O[C@@H]1CN(C)C
  ·	3.7
60: C[C@@H]1CN([C@H](C)CO)C(=O)c2cc(NC(=O)c3ccncc3)ccc2O[C@H]1CN(C)Cc1ccc(Oc2ccccc2)cc1
  -31	·

Values in list order from the entries so far.
Entries 50–58 in IDH1 mut inh read 0.3, 0.1, -1.0, -0.2, 0.7, 11, -1.5, 0.7, -0.1
Entries 50–58 in PRC2 inh read 1, -111, ·, 0, ·, -11, 3, 5, -7

(further entries)
Below each compound – PRC2 inh	IDH1 mut inh
61: C[C@@H]1CCCCO[C@H](CN(C)Cc2ccc(C(=O)O)cc2)[C@H](C)CN([C@@H](C)CO)C(=O)c2cc(NC(=O)Nc3ccc(C(F)(F)F)cc3)ccc2O1
  ·	2.4
62: CO[C@H](CN(C)S(=O)(=O)c1ccc(Cl)cc1)[C@H](C)CN(Cc1ccccc1Cl)[C@@H](C)CO
  42	-0.5
63: C[C@@H]1CN([C@H](C)CO)C(=O)c2cc(/C=C/c3ccccc3)cnc2O[C@@H]1CN(C)C(=O)c1ccc2c(c1)OCO2
  -8	-0.5
64: C[C@H](CO)N1C[C@H](C)[C@@H](CN(C)S(=O)(=O)c2ccc(Cl)cc2)Oc2ccc(NC(=O)NC3CCCCC3)cc2C1=O
  -4	0.3
65: COc1ccc(NC(=O)N(C)C[C@@H]2Oc3ccc(NC(=O)CCC(F)(F)F)cc3CC(=O)N([C@@H](C)CO)C[C@H]2C)cc1
  1	-0.5
66: C[C@H](CO)N1C[C@H](C)[C@@H](CN(C)Cc2ccc(C(=O)Nc3ccccc3N)cc2)Oc2ccc(NC(=O)Nc3cccc4ccccc34)cc2C1=O
  -15	-0.1
67: O=c1c(-c2ccc(O)cc2)coc2cc(O)ccc12
  15	1.5
68: C[C@@H]1CCCCO[C@H](CN(C)S(=O)(=O)c2ccccc2)[C@H](C)CN([C@H](C)CO)C(=O)c2cc(N(C)C)ccc2O1
  8	-1.8
69: C[C@@H]1CCCCO[C@H](CN(C)C(=O)c2ccccc2)[C@@H](C)CN([C@@H](C)CO)C(=O)c2cc(NS(C)(=O)=O)ccc2O1
  -10	1.3
70: COc1cc(O)c2c(=O)c(OC)c(-c3cc(O)c(OC)c(OC)c3)oc2c1
  -17	0.1
71: C[C@H](CO)N1C[C@H](C)[C@H](CN(C)S(=O)(=O)c2cccs2)Oc2ccc(NS(C)(=O)=O)cc2C1=O
  ·	2.2
72: C[C@@H]1CN([C@@H](C)CO)C(=O)c2cc(C3=CCCC3)cnc2O[C@H]1CN(C)Cc1ccccn1
  9	0.9
73: CC(=O)N(C)C[C@H]1Oc2ncc(-c3ccccc3C)cc2C(=O)N([C@@H](C)CO)C[C@@H]1C
  -6	-1.2
74: Cc1noc(NS(=O)(=O)c2ccc(NC(=O)C3COc4ccccc4O3)cc2)c1C (centres undefined)
  -2	0.1
75: CO[C@@H]1CN(C)C(=O)c2ccc(NS(=O)(=O)c3ccc(C)cc3)cc2OC[C@@H](C)N(C(=O)NC(C)C)C[C@H]1C
  3	0.0
76: O=C(COc1cccc(NC(=O)c2ccc([N+](=O)[O-])cc2)c1)c1ccc(F)cc1
  3	0.1
77: CC(C)NC(=O)N[C@@H]1C=C[C@@H](CC(=O)NCCCN(C)C)O[C@@H]1CO
  1	0.0
78: COC(=O)C1=C(C)NC2=C(C(=O)c3ccccc32)C1c1ccc(OCc2cccc([N+](=O)[O-])c2)c(Br)c1 (centres undefined)
  -20	0.3
79: Cc1ccccc1S(=O)(=O)NCC[C@H]1CC[C@@H](NC(=O)C2CCC2)[C@@H](CO)O1
  4	0.0
80: O=C(CSc1nnc(-c2ccccc2Cl)n1-c1ccccc1)Nc1ccccc1Cl
  -3	0.0

A portion of the library (hit frequency here may not be typical).
